Source: PubChem BioAssay
LYPLA1 counter = blocks human lysophospholipase 1, a PME1 counter-screen; inhibition, % at 5.9 µM; O75608; AID 2174; recombinant LYPLA1, FP-Rh probe fluorescence polarization; 320,000 tested, 0.16% active;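 active = inhibition above the mean of all tested compounds plus 3 SD, set per campaign, cut at about 14% in these data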;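 also: inhibitors block serine hydrolase probe labeling of LYPLA1 so polarization falls; 0% = enzyme with DMSO and 100% = wells lacking LYPLA1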
PAFAH1B3 inh = PAFAH1B3 (human) inhibition; Q15102; recombinant PAFAH1B3, FP-rhodamine probe, fluorescence polarization; inhibition, % at 3.39 µM; 340,000 tested, 0.28% active;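 active = inhibition above the screen-wide average of all tested compounds plus 3 SD, cut at about 25% in these data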;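 also: 0% = enzyme with DMSO only and 100% = wells lacking PAFAH1B3 protein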
PAFAH1B2 FP inh = inhibitors of human PAFAH1B2. P68402. recombinant PAFAH1B2, FP-rhodamine activity probe, fluorescence polarization. inhibition, % at 3.39 µM. 340,000 tested, 1.2% active. AID 492953;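 active = inhibition above the mean of all tested compounds plus 3 SD, cut at about 24% in these data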;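 also: 0% = enzyme with DMSO and 100% = wells lacking PAFAH1B2; many of its hits are not listed in these tables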
PREPL inh = inhibitors of human prolyl oligopeptidase-like enzyme PREPL. AID 2751. 320,000 tested, 0.68% active. inhibition, % at 5.96 µM. recombinant PREPL, fluorescence polarization activity-based probe. Q4J6C6; in the data active = inhibition above about 43%;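 also: 0% = enzyme with DMSO and 100% = wells lacking enzyme; many of its hits are not listed in these tables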
Target sequence (Q4J6C6 whole entry, looked up): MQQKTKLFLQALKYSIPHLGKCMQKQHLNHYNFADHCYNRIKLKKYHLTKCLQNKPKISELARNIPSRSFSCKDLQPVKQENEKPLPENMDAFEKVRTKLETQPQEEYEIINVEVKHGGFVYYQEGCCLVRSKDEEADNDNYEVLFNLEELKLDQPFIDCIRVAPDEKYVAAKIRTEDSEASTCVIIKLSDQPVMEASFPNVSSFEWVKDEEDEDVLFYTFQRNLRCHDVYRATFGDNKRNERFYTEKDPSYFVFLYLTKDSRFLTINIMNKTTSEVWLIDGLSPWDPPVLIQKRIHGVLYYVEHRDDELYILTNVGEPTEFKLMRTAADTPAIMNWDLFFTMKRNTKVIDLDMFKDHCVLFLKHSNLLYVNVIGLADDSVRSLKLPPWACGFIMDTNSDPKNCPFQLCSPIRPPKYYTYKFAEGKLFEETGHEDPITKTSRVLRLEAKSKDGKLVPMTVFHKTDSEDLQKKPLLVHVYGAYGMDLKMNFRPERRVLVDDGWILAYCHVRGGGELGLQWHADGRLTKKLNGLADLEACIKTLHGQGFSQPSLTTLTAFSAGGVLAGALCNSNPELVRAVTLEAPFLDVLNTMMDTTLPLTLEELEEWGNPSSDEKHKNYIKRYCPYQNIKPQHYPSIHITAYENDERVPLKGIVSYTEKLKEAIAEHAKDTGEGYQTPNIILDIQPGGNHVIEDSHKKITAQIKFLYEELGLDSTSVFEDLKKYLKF
LYPLA2 inh = counter-screen for PME1 inhibitors: inhibitors of human LYPLA2 | O95372 | recombinant LYPLA2, FP-Rh probe fluorescence polarization | inhibition, % at 5.9 µM | 320,000 tested, 0.38% active | AID 2177;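 active = inhibition above the screen-wide mean plus 3 SD, limit set per campaign, cut at about 26% in these data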;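 also: 0% = LYPLA2 with DMSO and 100% = wells lacking LYPLA2 enzyme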
GSTO1 counter = counter-screen for RBBP9 inhibitors: inhibitors of human GSTO1; P78417; recombinant GSTO1, activity-based probe fluorescence polarization; inhibition, % at 5.96 µM; 300,000 tested, 1.1% active; AID 1974;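 active = inhibition above the campaign mean inhibition plus 3 SD, cut at about 35% in these data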;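 also: 0% = GSTO1-1 with DMSO and 100% = wells lacking GSTO1-1 enzyme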
pPAFAH inh = pPAFAH (human) enzyme inhibition | Q13093 | recombinant pPAFAH, FP-rhodamine probe fluorescence polarization | inhibition, % at 3.39 µM | 330,000 tested, 1.5% active | AID 463082;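 active = inhibition above the mean inhibition across the screen plus 3 SD, cut at about 25% in these data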;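 also: inhibitors block binding of the rhodamine activity-based probe so polarization drops; 0% = enzyme with DMSO and 100% = wells lacking pPAFAH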
PAFAH2 FP inh = PAFAH2 (human) inhibition; recombinant PAFAH2, FP-rhodamine activity probe, fluorescence polarization; inhibition, % at 3.39 µM; Q99487; 340,000 tested, 0.99% active; AID 492956;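 active = inhibition above the mean over all tested compounds plus 3 SD, cut at about 30% in these data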;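 also: inhibitors block probe labeling of enzyme so polarization drops; 0% = enzyme with DMSO and 100% = wells lacking PAFAH2 protein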
PAD4 FP inh = PAD4 (human) enzyme inhibition; 330,000 tested, 0.41% active; inhibition, % at 6.36 µM; Q9UM07; recombinant PAD4, RCA probe fluorescence polarization; AID 485272;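 active = percent inhibition above a cutoff equal to the mean of all tested compounds plus 3 SD, cut at about 15% in these data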;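 also: 0% = PAD4 with RCA probe and DMSO and 100% = probe without PAD4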
An asterisk follows results filed as active; . = not tested or not shown. Some of the compounds tested. The share of hits here may be higher or lower than overall.

SMILES | LYPLA1 counter | PAFAH1B3 inh | PAFAH1B2 FP inh | PREPL inh | LYPLA2 inh | GSTO1 counter | pPAFAH inh | PAFAH2 FP inh | PAD4 FP inh
CCOC(=O)c1c(C)n(C)c2ccc(OCCN(C)C)cc12 | 2.7 | -10.8 | 3.3 | -9.8 | 2.7 | 0.7 | 7.1 | -1.0 | 3.1
COc1ccc(NC(=O)CS(=O)c2ccc(F)cc2)cc1 (centres undefined) | -2.4 | 1.3 | -2.4 | 3.4 | 4.6 | 2.5 | 5.0 | 2.2 | 0.3
CCOC(=O)c1cnc2ccc(Cl)cc2c1N1CCN(C)CC1 | -1.1 | 3.9 | 3.3 | 8.0 | -6.2 | -5.9 | -2.4 | 0.5 | -1.7
Cc1csc(NC(=O)CSc2nc3ccccc3c(=O)[nH]2)n1 | -1.9 | 9.2 | -1.9 | 6.0 | 9.8 | 0.6 | 5.7 | 2.2 | -4.7
O=C1Nc2ccccc2/C1=C\C(=O)c1ccccc1 | -0.4 | -2.4 | 6.5 | 1.4 | -0.8 | -2.8 | -2.6 | -4.8 | -7.5
O=C(O)CCC(=O)Nc1nc2ccc([N+](=O)[O-])cc2s1 | -0.8 | 4.4 | 3.0 | 36.3 | 14.0 | -2.6 | 5.2 | 7.6 | 5.0
CC(C)(C)OC(=O)N1CCN(C(=O)c2ncn(Cc3ccccc3)c2C(=O)N2CCN(C(=O)OC(C)(C)C)CC2)CC1 | 0.7 | 3.3 | 7.1 | -0.2 | -1.0 | . | 1.1 | 6.2 | -2.2
O=C(O)CN1C(=O)c2ccc(Oc3ccc4c(c3)C(=O)N(CC(=O)O)C4=O)cc2C1=O | -0.7 | 4.3 | 3.2 | -2.1 | -6.5 | 4.1 | 7.9 | -2.7 | 2.7
COc1cc(CN2CCNC(=O)C2CC(=O)O)cc(OC)c1 (centres undefined) | 2.3 | 3.5 | 4.5 | -6.0 | 0.5 | 6.3 | 1.3 | 7.2 | -0.1
COc1cccc(NC(=O)CSc2nnnn2C2CCCC2)c1 | -2.2 | -5.2 | 2.2 | 7.7 | 3.6 | -2.3 | 3.7 | 1.9 | -5.1
CCCN1CCN(c2ccc([N+](=O)[O-])cc2C#N)CC1 | -0.6 | 2.2 | 4.7 | 4.1 | -6.2 | 7.1 | -3.2 | -2.8 | 0.9
COc1cc(OC)cc(C(=O)Nc2cc(C)nn2-c2ccccc2)c1 | -2.6 | 9.2 | -2.5 | 11.2 | -0.3 | -2.7 | 2.1 | -8.9 | 4.5
O=C(CCNC(=O)c1ccc(Br)cc1)NCc1ccco1 | 0.1 | 2.0 | 0.9 | -5.9 | -0.2 | 9.7 | 1.2 | 1.8 | -0.2
C/C(=N\NC(=O)c1ccc(N(C)C)cc1)c1cccnc1 | -0.7 | -1.2 | 0.4 | -1.7 | 1.2 | -1.1 | 5.4 | -2.6 | -4.3
CC(NC(=O)CSc1nc2c(cc1C#N)CN(C)CC2)c1ccccc1 (centres undefined) | -5.5 | 3.9 | 13.6 | 31.8 | -4.9 | 16.0 | 21.4 | 13.1 | -3.0
COC(=O)c1ccc(-c2ncc[nH]2)cc1 | 1.9 | 5.6 | -2.1 | -5.5 | 3.0 | 4.9 | 5.1 | 1.9 | 8.1
CN(C)S(=O)(=O)c1cccc(-c2nn(-c3ccccc3)cc2/C=C2\SC(=S)NC2=O)c1 | -25.3 | -1.4 | -2.9 | -11.8 | -49.4 | -130.9 | 15.7 | 13.3 | -58.2
COc1c(O)cccc1-c1nnn(CCC(=O)OCC(=O)c2ccccc2)n1 | 2.9 | 0.3 | -5.4 | 14.9 | 10.4 | -4.2 | 15.0 | -10.0 | 0.6
CCN(CC)Cc1cc(CC(C(N)=O)C(N)=O)ccc1OC | -4.2 | -0.2 | 2.3 | 1.7 | -0.6 | 2.7 | 8.3 | 6.6 | 1.9
CC(=O)c1ccc(N(CC(=O)NC2CCCC2)C(=O)CCC(=O)Nc2cc(C)on2)cc1 | -0.3 | -8.4 | 4.1 | 0.6 | 0.2 | 6.4 | 1.2 | -1.2 | -1.9
COc1cccc(C(=O)NCCS(=O)(=O)N2CC(C)CC(C)C2)c1 (centres undefined) | 1.2 | 12.7 | 5.5 | 4.1 | 3.2 | 3.5 | 0.1 | 3.4 | 4.8
CCCn1nnnc1NCc1c(F)cccc1Cl | 0.4 | 0.3 | 2.2 | 0.2 | 4.0 | 5.3 | -2.5 | -0.9 | -0.5
CCOC(=O)C(=CNc1nc(-c2ccccc2)c(C(=O)Nc2ccc(-c3ccccc3)cc2)s1)C(=O)OCC | 0.2 | 9.7 | -2.2 | 2.0 | 0.9 | -0.6 | 1.0 | -4.5 | -3.2
CCCn1c(N)c(C(=O)COc2ccc(Br)cc2F)c(=O)n(C)c1=O | 1.4 | -2.6 | 1.3 | 16.4 | 9.6 | 14.1 | 0.4 | 4.1 | -2.1
CC(=O)N1CCCc2cc(S(=O)(=O)CCC(=O)N3CCN(c4cccc(C)c4)C(C)C3)ccc21 (centres undefined) | -0.8 | -9.8 | -2.2 | 6.2 | -4.9 | 1.2 | 2.1 | 2.6 | 0.8
COc1ccc(-c2cn(Cc3ccc4c(c3)C(=O)c3ccccc3C4=O)nn2)cc1 | -0.2 | 6.4 | -0.2 | 48.4* | 3.7 | -2.7 | 2.1 | 6.8 | -3.1
CC(=O)c1ccc(NC(=O)CCNS(=O)(=O)c2cc(Br)cnc2N)cc1 | -4.5 | 9.1 | 1.8 | 5.1 | 4.2 | 2.5 | -0.1 | -4.3 | 1.3
COc1ccc(NC(=O)c2ccco2)cc1NC(=O)c1ccc(C#N)cc1F | 1.8 | -0.7 | 0.7 | 2.5 | 3.2 | -3.7 | -0.2 | -0.8 | -2.2
Cc1ccc(S(=O)(=O)CCC(=O)N2CCc3ccccc32)cc1 | 2.0 | 4.2 | 4.4 | -51.7 | 3.9 | 15.6 | 2.9 | -0.4 | -3.8

By substructure, those above containing a Cl atom (2)
SMILES | LYPLA1 counter | PAFAH1B3 inh | PAFAH1B2 FP inh | PREPL inh | LYPLA2 inh | GSTO1 counter | pPAFAH inh | PAFAH2 FP inh | PAD4 FP inh
CCOC(=O)c1cnc2ccc(Cl)cc2c1N1CCN(C)CC1 | -1.1 | 3.9 | 3.3 | 8.0 | -6.2 | -5.9 | -2.4 | 0.5 | -1.7
CCCn1nnnc1NCc1c(F)cccc1Cl | 0.4 | 0.3 | 2.2 | 0.2 | 4.0 | 5.3 | -2.5 | -0.9 | -0.5

3 structures from above, sorted by count of non-hydrogen atoms, lowest first:
SMILES | LYPLA1 counter | PAFAH1B3 inh | PAFAH1B2 FP inh | PREPL inh | LYPLA2 inh | GSTO1 counter | pPAFAH inh | PAFAH2 FP inh | PAD4 FP inh
CCCN1CCN(c2ccc([N+](=O)[O-])cc2C#N)CC1 | -0.6 | 2.2 | 4.7 | 4.1 | -6.2 | 7.1 | -3.2 | -2.8 | 0.9
CCOC(=O)c1c(C)n(C)c2ccc(OCCN(C)C)cc12 | 2.7 | -10.8 | 3.3 | -9.8 | 2.7 | 0.7 | 7.1 | -1.0 | 3.1
O=C(O)CN1C(=O)c2ccc(Oc3ccc4c(c3)C(=O)N(CC(=O)O)C4=O)cc2C1=O | -0.7 | 4.3 | 3.2 | -2.1 | -6.5 | 4.1 | 7.9 | -2.7 | 2.7

PREPL inh: what is marked active above.
SMILES | PAFAH1B3 inh | PAFAH1B2 FP inh | PREPL inh | pPAFAH inh | PAFAH2 FP inh | PAD4 FP inh
COc1ccc(-c2cn(Cc3ccc4c(c3)C(=O)c3ccccc3C4=O)nn2)cc1 | 6.4 | -0.2 | 48.4* | 2.1 | 6.8 | -3.1
